All columns: NCI-60 one-dose screen, growth in % after 48 h at 10 µM unless noted; 100 = growth as untreated, 0 = no growth, -100 = all killed.
MOLT-4 = MOLT-4 leukemia cells | 80,000 compounds, 6.9% hits | AID 1794779
MDA-MB-231 = MDA-MB-231 breast cancer | AID 1794789 | 81,000 compounds, 5% hits
CCRF-CEM = CCRF-CEM leukemia. 77,000 compounds, 7% hits. AID 1794778
SR = SR leukemia cells | 73,000 compounds, 8.7% hits | AID 1794780
RPMI-8226 = RPMI-8226 leukemia cells; 77,000 compounds, 7.5% hits; AID 1794781
MDA-MB-435 = MDA-MB-435 melanoma; 82,000 compounds, 7.8% hits
MDA-MB-468 = MDA-MB-468 breast cancer; 78,000 compounds, 8.5% hits; AID 2202374
K-562 = K-562 leukemia. 78,000 compounds, 7.4% hits. AID 1794777
Starred values were filed as active, the others as inactive; / = not tested or not shown. The calls were made as follows: active = growth percent below 10; inactive = the rest.

| Compound | MOLT-4 | MDA-MB-231 | CCRF-CEM | SR | RPMI-8226 | MDA-MB-435 | MDA-MB-468 | K-562 |
| --- | --- | --- | --- | --- | --- | --- | --- | --- |
| NCCCCCCCCC(=O)O | 104 | 110 | 99 | 98 | 104 | 100 | 92 | 107 |
| O=C(O)C(c1ccccc1)C1(O)CC2CCC1C2 (configuration not stated) | 88 | 135 | 102 | 93 | 100 | / | 86 | 111 |
| CCOC(=O)c1ccc(S(=O)(=O)N(C)c2oc(-c3cccc4ccccc34)nc2C#N)cc1 | 98 | 100 | 95 | 101 | 106 | 106 | 112 | 103 |
| CC(=O)n1cc(C2CC(=O)OC3=C2C(=O)CCC3)c2ccccc21 (configuration not stated) | 91 | 102 | 102 | / | 96 | 108 | 111 | 102 |
| COc1cc(/C=C/C(=O)/C=C(O)/C=C/c2ccc(OC(=O)C34CC5CC(CC(C5)C3)C4)c(OC)c2)ccc1O | 68 | 108 | 11 | 36 | 59 | 51 | 102 | 47 |
| COc1cc2ncnc(NC3CCC(O)CC3)c2cc1OC (configuration not stated) | 63 | 94 | / | 77 | 104 | 106 | 97 | 58 |
| O=Cc1c(OCc2cnnn2CC(=O)Nc2ccc([N+](=O)[O-])cc2)ccc2ccccc12 | 97 | 86 | 102 | 93 | 101 | 104 | 116 | 99 |
| CCCCCCCCCCCCOC1CCN(Cc2ccc(OC)c(OC)c2)c2ccc(OC)cc21 (configuration not stated) | 89 | 106 | 76 | / | 84 | 95 | 90 | 99 |
| O=C(N/N=C\c1ccc(Br)cc1)c1ccncc1 | 101 | 111 | 113 | 95 | 108 | 104 | 108 | 93 |
| CC(C)CNNCC(C)C | 94 | 104 | 97 | 96 | 99 | 116 | 112 | 114 |
| O=C(O)/C=C\C(=O)Nc1cccc2c1-c1ccccc1C2 | 91 | 116 | 95 | 86 | 91 | 97 | 98 | 99 |
| COc1cc2nc(-c3cccc4cccnc34)nc(NC3CCN(Cc4ccccc4)CC3)c2cc1OC | -32* | -90* | -30* | -7.2* | -49* | -93* | -79* | -49* |
| O=C1CC(=O)OC(c2ccc([N+](=O)[O-])cc2)O1 | / | -3.2* | 15 | / | 14 | -28* | -50* | / |
| CCN(CC)CCOC(=O)c1ccc(NC(=O)COc2ccc3ccccc3c2)cc1 | 28 | 96 | 65 | 41 | 80 | 92 | 77 | 130 |
| O=C(NCc1ccc(N2CCCC2=O)cc1)c1ccc2noc(-c3ccccc3)c2c1 | 43 | 86 | 71 | 42 | 51 | 73 | 16 | 42 |

Overlap with the part before: 3 compounds, followed by the next part.
| Compound | MOLT-4 | MDA-MB-231 | CCRF-CEM | SR | RPMI-8226 | MDA-MB-435 | MDA-MB-468 | K-562 |
| --- | --- | --- | --- | --- | --- | --- | --- | --- |
| O=C1CC(=O)OC(c2ccc([N+](=O)[O-])cc2)O1 | / | -3.2* | 15 | / | 14 | -28* | -50* | / |
| CCN(CC)CCOC(=O)c1ccc(NC(=O)COc2ccc3ccccc3c2)cc1 | 28 | 96 | 65 | 41 | 80 | 92 | 77 | 130 |
| O=C(NCc1ccc(N2CCCC2=O)cc1)c1ccc2noc(-c3ccccc3)c2c1 | 43 | 86 | 71 | 42 | 51 | 73 | 16 | 42 |
| CC1=NN2C(=NC3=C(CCC/C3=C\c3ccc(Cl)cc3)C2c2ccc(Cl)cc2)S1 (configuration not stated) | 73 | 109 | 85 | 64 | -18* | 46 | 96 | 100 |
| C[C@]12CCC(=O)C=C1CC[C@@H]1C2=CC[C@@]2(C)[C@H]1CC[C@]2(O)C(=O)COC(=O)c1ccc([N+](=O)[O-])cc1Cl | 92 | / | 80 | 67 | / | 101 | 91 | 72 |
| COc1ccc(/C=N/n2c(-c3ccccc3)cc(C)c(C#N)/c2=N\N)cc1OC | 112 | 90 | 93 | 103 | 103 | 105 | 125 | 97 |
| COc1ccc(Nc2nnc(-c3ccc4c(c3)OCO4)o2)cc1 | 77 | 67 | 86 | 75 | 81 | 79 | 102 | 43 |
| N=C(N)c1ccc(-c2ccc(-c3ccc4ccccc4c3)s2)cc1 | 76 | 95 | 64 | 6.5* | 61 | 37 | 101 | 1.5* |
| O=C(/C=C/c1ccc(Cl)cc1)N1CCN(C(=O)/C=C/c2ccc(C(F)(F)F)cc2)CC1 | 132 | 102 | 110 | 127 | 109 | 106 | 116 | 112 |
| CC(O)C(O)C(O)C(/C=N\NC(N)=S)=N/NC(N)=S (configuration not stated) | 85 | 99 | 110 | 94 | 102 | 112 | 105 | 100 |
| COc1ccc2cc(-c3cn4ccccc4n3)ccc2c1 | 84 | 91 | 97 | 89 | 74 | 91 | 62 | / |
| NCc1ccc(S(=O)(=O)Nc2nccs2)cc1 | 102 | 120 | 91 | 127 | 107 | 111 | 83 | 109 |
| COc1ccccc1N1CCN(CC(O)COc2c(Br)c(Br)c(Br)c3c2OC(C)(C)C3)CC1 (configuration not stated) | -37* | 45 | -55* | -50* | 1.1* | 37 | / | 11 |
| N#Cc1c(-c2cccs2)cc(-c2cnccn2)nc1SCC(=O)Nc1ccc(C(F)(F)F)cc1 | 120 | 91 | 96 | 90 | 109 | 102 | 94 | 101 |
| CCOC(=N)c1ccccc1 | 98 | 105 | 101 | 101 | 89 | 94 | 75 | 113 |
| COc1ccc(-n2nc(C(=O)O)nc2-c2cc(OC)c(OC)c(OC)c2)cc1 | 105 | 117 | 101 | / | 100 | 114 | 124 | 107 |
| O=C(NC1(C(=O)O)CCCC1)C(Cl)Cl | 101 | 103 | 94 | 92 | 100 | 101 | 102 | / |
| CCOc1nc(-c2ccccc2)cc2c(O)c(C(=O)N/N=C/c3ccccc3O)[nH]c(=O)c12 | 17 | 101 | 69 | 28 | 99 | 113 | 89 | 115 |

A different layout for some results above.
Results follow in this order: MOLT-4	MDA-MB-231	CCRF-CEM	SR	RPMI-8226	MDA-MB-435	MDA-MB-468	K-562
COc1ccc(/C=N/n2c(-c3ccccc3)cc(C)c(C#N)/c2=N\N)cc1OC
→ 112	90	93	103	103	105	125	97
O=C(NC1(C(=O)O)CCCC1)C(Cl)Cl
→ 101	103	94	92	100	101	102	/
N=C(N)c1ccc(-c2ccc(-c3ccc4ccccc4c3)s2)cc1
→ 76	95	64	6.5*	61	37	101	1.5*
COc1ccc(Nc2nnc(-c3ccc4c(c3)OCO4)o2)cc1
→ 77	67	86	75	81	79	102	43
COc1ccccc1N1CCN(CC(O)COc2c(Br)c(Br)c(Br)c3c2OC(C)(C)C3)CC1 (configuration not stated)
→ -37*	45	-55*	-50*	1.1*	37	/	11
CCOC(=N)c1ccccc1
→ 98	105	101	101	89	94	75	113
CC(O)C(O)C(O)C(/C=N\NC(N)=S)=N/NC(N)=S (configuration not stated)
→ 85	99	110	94	102	112	105	100

New compounds follow:
| Compound | MOLT-4 | MDA-MB-231 | CCRF-CEM | SR | RPMI-8226 | MDA-MB-435 | MDA-MB-468 | K-562 |
| --- | --- | --- | --- | --- | --- | --- | --- | --- |
| CC(C)CSc1nc(-c2ccc(F)cc2)c(C#N)c(N2CCN(C)CC2)n1 | 83 | 71 | 88 | 70 | 94 | 98 | 87 | 87 |
| Cc1ccc(Cn2cc(CSc3nc4ccccc4s3)nn2)cc1 | 114 | 99 | 106 | 82 | 103 | 104 | 110 | 102 |
| O=C(Nc1ccc(-c2nc3ccccc3[nH]2)cc1)c1ccc(Cl)c(Cl)c1 | 94 | 98 | 85 | 90 | 73 | 99 | 80 | 64 |
| CC1(C(=O)O)CCC(C(=O)Nc2ccccc2)C1(C)C (configuration not stated) | 92 | 118 | 89 | 81 | 94 | 103 | 109 | 82 |
| COc1ccc(-c2nc(C#N)c(N3CCC(S(=O)(=O)N4CCOCC4)CC3)o2)cc1 | 98 | 95 | 101 | 84 | 101 | 99 | 107 | 99 |
| O=C(c1ccccc1)c1ccc2c(c1)CCCC2 | 98 | 100 | 106 | 98 | 104 | 105 | 98 | 98 |
| COc1ccc(C=O)cc1Br | 103 | 99 | 125 | 102 | 116 | 107 | 99 | 100 |
| COc1ccc2cc(C3=Nc4ccccc4NC3)ccc2c1 | 83 | 87 | 91 | 83 | 97 | 109 | 89 | 87 |
| Cc1ccc(C=C2C(=O)NC(=O)NC2=O)cc1 | 95 | 118 | 103 | 97 | 103 | 109 | 108 | 86 |
| C=CC(=O)N[C@@H](/C=C/C(=O)OCC)Cc1ccc(-c2cc(F)cc(F)c2)cc1 | 91 | 106 | 92 | 114 | 102 | 95 | 77 | 94 |
| COc1ccc(-c2cc(-c3nnc(SCC(=O)Nc4ccc(C(C)=O)cc4)o3)c3ccccc3n2)cc1 | 23 | -24* | 33 | -19* | -20* | 12 | 45 | 35 |
| Cc1cc(Cl)ccc1Nc1nc(C(F)(F)F)ccc1C(=O)N/N=C/c1ccc(Cl)cc1 | -20* | -22* | -19* | -37* | -13* | 37 | / | 5.7* |
| COc1ccc(CCN2C(CC(=O)c3ccccc3)CCCC2CC(=O)c2ccccc2)cc1 (configuration not stated) | 76 | 104 | 81 | 81 | 72 | 120 | 99 | 87 |
| Nc1ccc(Sc2ccc(N)cc2S(=O)(=O)O)c(S(=O)(=O)O)c1 | 102 | 101 | 92 | 90 | 97 | 94 | / | 132 |
| CC(=O)O[C@@H]1CCN2C(=O)Nc3ccccc3[C@@H]2C1 | 98 | 106 | 106 | 101 | 111 | 106 | 114 | 94 |

Some of the entries so far, with each value named:
O=C(Nc1ccc(-c2nc3ccccc3[nH]2)cc1)c1ccc(Cl)c(Cl)c1
- MOLT-4: 94
- MDA-MB-231: 98
- CCRF-CEM: 85
- SR: 90
- RPMI-8226: 73
- MDA-MB-435: 99
- MDA-MB-468: 80
- K-562: 64
COc1ccc2cc(-c3cn4ccccc4n3)ccc2c1
- MOLT-4: 84
- MDA-MB-231: 91
- CCRF-CEM: 97
- SR: 89
- RPMI-8226: 74
- MDA-MB-435: 91
- MDA-MB-468: 62
- K-562: /
CC1(C(=O)O)CCC(C(=O)Nc2ccccc2)C1(C)C (configuration not stated)
- MOLT-4: 92
- MDA-MB-231: 118
- CCRF-CEM: 89
- SR: 81
- RPMI-8226: 94
- MDA-MB-435: 103
- MDA-MB-468: 109
- K-562: 82

More records
| Compound | MOLT-4 | MDA-MB-231 | CCRF-CEM | SR | RPMI-8226 | MDA-MB-435 | MDA-MB-468 | K-562 |
| --- | --- | --- | --- | --- | --- | --- | --- | --- |
| O=S(=O)(Nc1cccnc1)c1cccnc1 | 83 | 115 | / | 103 | 102 | 104 | 115 | 92 |
| CCOC(=O)c1c[nH]c2ccc(CC)cc2c1=O | 102 | 97 | 97 | 99 | 103 | 102 | 117 | 96 |
| CN(C)C(=S)Nc1ccc(S(=O)(=O)N2CCCCC2)cc1 | 108 | 103 | 110 | 117 | 102 | 110 | 98 | 120 |
| Cc1ccc(/C(N)=N/C(N)=N/c2nc3ccccc3s2)cc1 | 76 | 90 | 79 | 21 | 78 | 103 | 89 | 82 |
| O=Cc1nc2ccccc2c(/C=C/c2ccc(Cl)cc2)c1C(=O)c1ccccc1 | 92 | 100 | 75 | / | 95 | 99 | 100 | 93 |
| c1coc(CSc2ncnc3nc[nH]c23)c1 | / | 115 | / | / | 107 | 116 | 96 | / |
| CCOC(=O)C1=C(C)N2C(=NC3=C(CCCC/C3=C\c3cc(OC)c(OC)c(OC)c3)C2c2cc(OC)c(OC)c(OC)c2)S1 (configuration not stated) | 45 | 72 | 71 | 47 | 33 | 68 | 25 | 31 |
| O=C1NC(=C(Cl)Cl)/C(=N\S(=O)(=O)NCc2ccccc2)N1 | 85 | 115 | 75 | 65 | 76 | 96 | 45 | 81 |
| C(=NCC1CCC(CN=Cc2ccco2)CC1)c1ccco1 (configuration not stated) | 78 | 109 | 94 | 92 | 92 | 112 | 127 | 86 |
| COc1ccc(-c2nc(N=Nc3c(O)[nH]c4ccccc34)[nH]c(=O)c2C#N)cc1OC | 108 | 100 | 103 | 103 | 100 | 101 | 107 | 105 |
| O=C(NCc1cn[nH]c1-c1ccc(F)cc1)[C@H]1CCC(=O)N(CCCc2ccccc2)C1 | 93 | 98 | 93 | 88 | 99 | 99 | 107 | 100 |
| O=C(O)Cc1ccc(C2CCCCC2)cc1 | 103 | 118 | 99 | / | 116 | 101 | 101 | 100 |
| O=COCCCOCCCOc1ccccc1 | 104 | 104 | 97 | 100 | 102 | 113 | 90 | 97 |
| Nc1nnc(-c2c[nH]c3ncccc23)c(-c2c[nH]c3ccccc23)n1 | 39 | 43 | 47 | 21 | 48 | 67 | 56 | 31 |
| CC(=O)Oc1c2c(nc3c1c1ccccc1n3Cc1ccccc1)-c1ccccc1C2 | 73 | 80 | 91 | 86 | 73 | 98 | 92 | 78 |
| COc1cc(C2=NN(C(C)=O)C(c3ccc(OC(C)=O)cc3OC(C)=O)O2)c(OC(C)=O)c2ccccc12 (configuration not stated) | -2.6* | 34 | -1.1* | 2.9* | 8.2* | 29 | -9.4* | 6.5* |
| CCC(O)C(C)(C)C (configuration not stated) | 111 | 117 | 116 | 110 | 122 | 105 | 115 | 108 |
| CC(=O)N(c1cc(C)ccc1C)c1ccccc1[N+](=O)[O-] | 95 | 103 | 86 | 95 | 90 | 108 | 104 | 97 |
| COc1cc2c(Cc3ccccc3)cncc2cc1O | 77 | 73 | 91 | 93 | 70 | 107 | 87 | 73 |
| Cc1ccc(-c2nnc(SCc3cc(=O)oc4ccc(C)cc34)n2-c2ccccc2)cc1 | 88 | 98 | 108 | 84 | 88 | 109 | 90 | 80 |
| CC(=N)N | 99 | 112 | 94 | 95 | 105 | 104 | 104 | 111 |

Random draw from the library. About 16% of those tested had a hit in this group.
